FLuc act counter: FLuc activators, initial screening, artefact control for FLuc-dependent activation tests, biochemical, ATPlite luminescence; activation factor at 10 µM; AID 1027, 2008; ATPlite luciferase biochemical, 10 min; 0 = ATP-free wells, 1 = DMSO control; 200,000 tested, under 10 active;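 active = luciferase activation factor, scaled between plate controls, of at least 2 with compound at 10 µM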
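Material: luciferase plus luciferin reagent, cell-free. Medium: PBS buffer for ATP. Also added: ATP substrate, dispensed from a 10.24 µM working solution in PBS. Doses: test compounds dosed from 2 mM stocks in 100% DMSO. Incubation: 10 min post-reagent at room temperature. Technique: light output (luminescence). Read-out basis: luminescence gain marking luciferase activators.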
STAT1 act: STAT1 signaling activators, primary screen, cell-based, HTS, luciferase reporter | NIH 3T3 STAT1-luciferase reporter, IFN-gamma, luminescence; 100% = IFN-gamma alone, no compound | activation (% of control), % at 5.5 µM | 2.6% of 200,000 active;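 active = activation above the screen-wide mean activation plus 3 SD, cut at about 130% in these data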;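 also: raw ratio to IFN-gamma control signal so 100% means no change and 0% no light; values of inactives mirror those of a sister screen read the other way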
NF-kB neuron act: activators of NF-kB expression in neurons, primary screen, cell-based, HTS; human neuronal cells, NF-kB reporter expression; hits give high values; fold change at 12.5 µM; 1.6% of 190,000 active; AID 1239, 2008; in the data active = fold change above about 3.3
FLuc inh counter: firefly luciferase enzyme inhibitors, primary screen, artefact control for luciferase-based inhibitor screens, biochemical, luminescence, ATPLite | 10 min | inhibition, % at 10 µM | 1.5% of 200,000 active | AID 1006, 2008;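 active = inhibition above about 50% when tested at 10 µM, limit read from the data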
Diaphorase inh: diaphorase inhibitors and chemical oxidizers, primary screen, counter-screen for diaphorase-coupled primary assays, biochemical, uHTS, resorufin fluorescence | inhibition, % at 20 µM | 0.69% of 190,000 active | diaphorase resazurin-to-resorufin fluorescence, NADH, 16 min; bacterial (C. kluyveri) enzyme, not human;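 active = primary screen inhibition at 20 µM above a set limit, cut at about 50% in these data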;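 also: plate controls were DMSO with full reaction for no effect and wells lacking NADH for full effect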
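Assay system: diaphorase enzyme from Clostridium kluyveri. Quantity: enzyme working solution with 0.14 U/mL diaphorase. Schedule: reaction incubation of 16 min at room temperature. Technique: resorufin fluorescence, excitation 544 nm, emission 590 nm. Controls: No-NADH positive control and DMSO neutral control.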
TLR4 MyD88 comp: inhibitors of TLR4-MyD88 association in cells, primary screen, cell-based, HeLa CL3-4, BLA complementation, FRET ratio. Toll-like receptor 4 (Homo sapiens) + Myeloid differentiation primary response protein …. HeLa CL3-4 TLR4/MyD88 BLA complementation. inhibition, % at 8.4 µM. 0.18% of 200,000 active. AID 861, 2007; in the data active = inhibition above about 25%;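 also: 0% = vehicle and 100% = reference inhibitor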
Diaphorase act: compounds boosting diaphorase resazurin reduction – biochemical, uHTS, resorufin fluorescence, counter-screen for diaphorase-coupled primary assays, primary screen; Diaphorase/resazurin coupled assay, 16 min; hits give high values; 1 = vehicle wells, 0 = NADH-free wells; activation factor at 20 µM; 0.005% of 190,000 active; AID 1229, 2008;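 active = diaphorase activity raised at least twofold by the compound at 20 µM; inactive = activation factor below 2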
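Material: purified diaphorase enzyme from Clostridium kluyveri / Medium: HEPES pH 7.4 buffer with MgCl2 and Tween 20 / Schedule: enzyme reaction of 16 min at room temperature / Measured by: resorufin fluorescence, excitation 544 nm, emission 590 nm / Evaluation: rise in resorufin formation, marking diaphorase activation or chemical reduction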
G6PDH counter: L. mesenteroides G6PDH inhibitors, counter-screen for G6PDH-coupled screening assays, biochemical, Leuconostoc mesenteroides enzyme; glucose-6-phosphate dehydrogenase [Leuconostoc mesenteroides]; Purified L. mesenteroides G6PDH, diaphorase/resazurin coupled fluorescence, 45 min; inhibition, % at 5 µM; 0.12% of 200,000 active; AID 1020, 2008; in the data active = inhibition above about 50%
APP 5'UTR act: activators of APP 5'UTR luciferase reporter, primary screen, SH-SY5Y cells; SH-SY5Y APP 5'UTR luciferase reporter, luminescence; zero percent = DMSO vehicle wells; 1% of 190,000 active; activation, % at 2 µM;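 active = activation above a set limit, based on mean plus 3 SD of controls, cut at about 140% in these data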; also: values of inactives mirror those of a sister screen read the other way
APP transl inh: inhibitors of APP translation via 5'UTR reporter, primary screen, APP 5'UTR luciferase, SH-SY5Y cells. SH-SY5Y APP 5'UTR-luciferase reporter, luminescence. inhibition, % at 2 µM. 0.82% of 190,000 active. AID 1285, 2008;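 active = inhibition above a set limit, derived from the sample mean plus 3 SD, cut at about 45% in these data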; also: values of inactives mirror those of a sister screen read the other way
The depositor's hits bear a star; nt = no result given.

SMILES | FLuc act counter | STAT1 act | NF-kB neuron act | FLuc inh counter | Diaphorase inh | TLR4 MyD88 comp | Diaphorase act | G6PDH counter | APP 5'UTR act | APP transl inh
CCOc1ccc(S(=O)(=O)N2CCOCC2)cc1[N+](=O)[O-] | 1 | 96 | 1 | -2 | 12 | 1 | 0.9 | -1 | -4 | 4
COC(=O)C1=C(O)/C(=C\c2cc(C)n(-c3ccccc3C)c2C)N=C1C | 0.7 | 101 | 1.1 | 34 | 19 | 0 | 0.8 | -2 | 10 | -10
COc1cc(C(=O)Nc2ccc(S(=O)(=O)NC(C)(C)C)cc2)cc(OC)c1OC | 1.1 | 96 | 1.1 | -7 | 5 | 7 | 0.9 | 7 | -11 | 11
CCOC(=O)c1ccc(NC(=O)Cn2nnc(-c3ccc(C)cc3)n2)cc1 | 1 | 97 | 1.2 | -4 | 9 | -3 | 0.9 | 2 | 9 | -9
CC(=O)Nc1ccc(S(=O)(=O)Nc2nnc(C(C)(C)C)s2)cc1 | 1 | 92 | 1.1 | -5 | 18 | -10 | 0.8 | 4 | -10 | 10
CC(C)C(NS(=O)(=O)c1ccc2c(c1)oc(=O)n2C)C(=O)N1CCN(Cc2ccccc2)CC1 (stereo not drawn) | 1 | 101 | 1.4 | -3 | 2 | 19 | 1 | -1 | -10 | 10
O=C1Nc2ccccc2C12OC1CCCCC1O2 (stereo not drawn) | 1 | 98 | 1.1 | 5 | -4 | 12 | 1 | -6 | 8 | -8
Nc1c(C(=O)NCc2ccco2)sc2nc3c(cc12)C(=O)CCC3 | 1.1 | 114 | 0.95 | -5 | 53* | 4 | 0.5 | -41 | -6 | 6
CN(C)c1ccc2c3c(ccc(N(C)C)c13)COC2 | 1 | 100 | 1.1 | 0 | -11 | -4 | 1.1 | 13 | 5 | -5
CCCCOC(=O)c1ccc(NC(=O)CSCc2n[nH]c(=O)[nH]2)cc1 | 1 | 98 | 1.1 | -2 | 20 | 7 | 0.8 | 7 | -2 | 2
CC(C)Sc1cc(N2CCOCC2)nc(-c2ccccc2)n1 | 1 | 97 | 1.1 | -2 | 14 | -10 | 0.9 | -1 | -1 | 1
CCn1cc(CN(C)C(=O)/C=C/c2ccc([N+](=O)[O-])cc2)c(C)n1 | 1 | 94 | 1.1 | -3 | 4 | -12 | 1 | -16 | 2 | -2
COc1ccc(CCCC(=O)N/N=C/c2cccc(OC)c2O)cc1C | 1 | 105 | 1.8 | 4 | 24 | 14 | 0.8 | 6 | -12 | 12
O=C(O)CCc1nn2c3ccccc3nc2n(-c2ccccc2)c1=O | 1.1 | 93 | 1.2 | -11 | 8 | 0 | 0.9 | -9 | 14 | -14
C=CCN1C(=Nc2ccccc2)SC/C1=C\C(=O)OC | 1.1 | 100 | 1.3 | -11 | 12 | 3 | 0.9 | 2 | -4 | 4
CSc1cnn(Cc2ccccc2)c(=O)c1SCc1ccccc1 | 1 | 104 | 1.1 | -1 | 17 | 2 | 0.8 | -3 | 10 | -10
O=C(O)c1cccc(NC(=S)NCc2ccccc2)c1 | 1.1 | 93 | 1.2 | -6 | 13 | -11 | 0.9 | 10 | -10 | 10
Cc1cccc(OCC(=O)Nc2ccc(N3CCCC3)cc2)c1C | 1 | nt | 1.2 | -3 | -21 | nt | 1.2 | 10 | nt | nt
CC(=O)c1ccc(OCc2cccc(C(F)(F)F)c2)cc1O | 1.1 | 110 | 1.2 | -5 | 25 | 3 | 0.7 | 1 | 24 | -24
CC(=O)NC(CCS(C)(=O)=O)C(=O)Nc1nccs1 (stereo not drawn) | 1.1 | 102 | 1 | -8 | 6 | 3 | 0.9 | 8 | 4 | -4
c1ccc(-c2ccc(-c3cnc4n3CCCCC4)cc2)cc1 | 1 | 114 | 1.8 | -2 | 5 | 2 | 1 | 3 | 30 | -30
CNc1nc(Oc2ccccc2C(=O)OC)nc(SC)n1 | 1.1 | 91 | 1.2 | -7 | 2 | 9 | 1 | 7 | -6 | 6
CCOC(=O)c1ccc(NC(=O)CN2C(=O)NC3(CCCCCC3)C2=O)cc1 | 1 | 100 | 2.4 | -2 | 14 | -5 | 0.9 | 4 | 10 | -10
CCCc1sc(N/N=C/c2ccccn2)nc1-c1ccc(Br)cc1 | 1 | 97 | 0.88 | -1 | 9 | -2 | 0.9 | 5 | 104 | -104
c1ccc(-c2nnc3n2NC(c2ccc4c(c2)OCO4)S3)cc1 (stereo not drawn) | 1 | 104 | 1 | -4 | 50* | -5 | 0.5 | -29 | 10 | -10

Further records
SMILES | FLuc act counter | STAT1 act | NF-kB neuron act | FLuc inh counter | Diaphorase inh | TLR4 MyD88 comp | Diaphorase act | G6PDH counter | APP 5'UTR act | APP transl inh
O=c1nc(NCc2ccco2)sc2ncccc12 | 1.1 | 102 | 1.4 | -6 | 16 | 1 | 0.8 | 1 | 6 | -6
COc1ccccc1-c1nnc(NC(=O)c2ccc3ncsc3c2)o1 | 0.8 | 122 | 1.4 | 21 | 5 | -17 | 0.9 | 2 | 14 | -14
CCNC(=O)COC(=O)c1cc(C)nc2ccccc12 | 1.1 | 96 | 1.6 | -6 | 12 | -1 | 0.9 | 0 | -7 | 7
O=C(Nc1cccc(F)c1)/C(=C\c1cccnc1)NC(=O)c1cccs1 | 1.1 | 95 | 0.94 | -8 | 9 | 8 | 0.9 | 4 | -12 | 12
Cc1ccc(C)c(NC(=S)c2ccccn2)c1 | 0.9 | 123 | 15* | 5 | 10 | -13 | 0.9 | 8 | 8 | -8
COc1ccc(C(=O)Nc2ccc(S(=O)(=O)N3CCOCC3)cc2)cc1OC | 1.1 | 95 | 1 | -8 | 4 | -7 | 1 | 6 | 4 | -4
Cn1cc(C=C2C(=O)CC(C)(C)CC2=O)c2ccccc21 | 1 | 87 | 0.96 | -1 | 18 | 12 | 0.8 | -26 | 8 | -8
O=C(Nc1ccon1)C12CC3CC(C1)CC(n1cnc([N+](=O)[O-])n1)(C3)C2 | 0.9 | 107 | 1.3 | 6 | -16 | 3 | 1.2 | -3 | -2 | 2
Cc1ccccc1Nc1nc(N)nc(COC(=O)CC2CC3CCC2C3)n1 (stereo not drawn) | 1 | 101 | 1.5 | -2 | 24 | -4 | 0.8 | -20 | -4 | 4
C=CCNc1nc(N)c(C(=C(C#N)C#N)c2ccccc2)s1 | 1.1 | 99 | 0.63 | -7 | 14 | -3 | 0.9 | -26 | -11 | 11
Cc1ccc(C23CC4CC(CC(C(=O)OCC(=O)NC5CCS(=O)(=O)C5)(C4)C2)C3)cc1 (stereo not drawn) | 1.1 | 90 | 1.2 | -5 | 22 | 4 | 0.8 | -5 | 3 | -3
Cc1cc2nc(-c3ccncc3)cc(C(F)(F)F)n2n1 | 1.1 | 98 | 1.1 | -10 | 2 | -1 | 1 | 20 | 17 | -17
CCO[C@@H]1OC(C(=O)N2CCN(Cc3ccc4c(c3)OCO4)CC2)=C[C@H](c2cn(C(C)=O)c3ccccc23)[C@H]1CCCO | 1 | 103 | 0.62 | -5 | 56* | -9 | 0.4 | 18 | 0 | 0
COCCn1c(=NC(=O)/C=C/c2ccccc2Cl)sc2cc(NC(C)=O)ccc21 | 1 | 95 | 1.1 | 3 | -5 | -8 | 1 | 19 | 4 | -4
Cc1ccc(S(=O)(=O)N2CCOCC2)cc1C(=O)Nc1c(C)n(C)n(-c2ccccc2)c1=O | 1.1 | 101 | 1.3 | -9 | 1 | -2 | 1 | 5 | -7 | 6
O=P(O)(O)CP(=O)(O)O | 1.1 | 98 | 1.3 | -9 | 19 | -7 | 0.8 | 2 | 4 | -4
COc1ccc(C(CNC(=O)c2ccc(S(=O)(=O)N3CCCC3)cc2)N(C)C)cc1OC (stereo not drawn) | 1 | 98 | 1.2 | -4 | 7 | -4 | 0.9 | 2 | 2 | -2
CNC(=S)N/N=C/c1c(C)nn(-c2ccc(F)cc2)c1Cl | 1.1 | 104 | 1.6 | -8 | -8 | 4 | 1.1 | 0 | 12 | -12
Cc1ccc(CC(=O)Nc2cc([N+](=O)[O-])ccc2F)cc1 | 1.1 | 98 | 0.94 | -7 | nt | -2 | nt | 14 | 2 | -2
CC(C)CC1NC(=O)N(CCCCN2C(=O)c3ccccc3C2=O)C1=O (stereo not drawn) | 1 | 100 | 1 | -4 | 0 | 16 | 1 | 2 | 11 | -11
C=CCOc1cccc(C2c3c(oc4ccccc4c3=O)C(=O)N2c2ccccn2)c1 (stereo not drawn) | 1.1 | 96 | 1.3 | -6 | -1 | 7 | 1 | 12 | -1 | 1

Compound activity (PubChem BioAssay)
